Pf growth 48h = Primary qHTS for delayed death inhibitors of the malarial parasite plastid, 48 hour incubation | P. falciparum luciferase growth in erythrocytes, 48 h | Potency, µM (series often up to 28.7 µM), inactives show top-dose activity change, negative = inhibition, hits mostly inhibitors | 5.9% of 310,000 active; also: potency is read from the fitted curve at half-maximal effect; % is scaled to controls: 0 for no effect and ±100 for the full control effect
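Firefly luciferase activity from engineered P. falciparum reports growth; inhibitors lower the luminescent signal. Cultures contained 2% hematocrit erythrocytes at 0.1% final parasitemia.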
FBPA Giardia inh = qHTS Assay for Inhibitors of Fructose-1,6-bisphosphate Aldolase from Giardia Lamblia; purified Giardia FBPA; Potency, µM (top dose mostly 59.6 µM), for the others: top-dose activity, negative = inhibition, hits mostly inhibitors; 0.71% of 290,000 active; AID 2451, 2010; also: potency is read from the fitted curve at half-maximal effect; % is scaled to controls: 0 for no effect and ±100 for the full control effect; nearly all actives have a fitted effect of over 55% in size
Target sequence (A8B2U2 whole entry, looked up): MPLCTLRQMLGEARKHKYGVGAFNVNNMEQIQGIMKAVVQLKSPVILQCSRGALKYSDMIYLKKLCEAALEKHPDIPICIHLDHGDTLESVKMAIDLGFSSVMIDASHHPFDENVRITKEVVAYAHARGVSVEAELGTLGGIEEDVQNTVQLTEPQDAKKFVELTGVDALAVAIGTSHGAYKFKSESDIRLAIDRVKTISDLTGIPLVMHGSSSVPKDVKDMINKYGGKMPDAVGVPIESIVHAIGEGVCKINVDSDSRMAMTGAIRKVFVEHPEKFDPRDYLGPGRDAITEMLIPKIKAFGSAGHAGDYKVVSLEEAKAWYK
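Giardia FBPA (40 nM reagent) was preincubated 10 min at RT with compound (up to 57.5 uM final), then substrate plus GAPDH/TPI/NAD/arsenate coupling system with diaphorase/resazurin was added; resorufin fluorescence (525/598 nm) was read after 20 min.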
Cycloheximide cs = Cycloheximide Counterscreen for Small Molecule Inhibitors of Shiga Toxin; cell reporter, cycloheximide protein synthesis inhibition counterscreen; max response, %; 12% of 300,000 active; in the data active = max response mostly above about 13%, no sharp cut-off; inactive = mostly below about 14%; also: read at 38.3 µM for the half of the compounds with a filed dose; 0% is about no effect
Pf growth 96h = Primary qHTS for delayed death inhibitors of the malarial parasite plastid, 96 hour incubation; P. falciparum luciferase reporter growth, 96 h; Potency, µM (titrated, usually from 28.7 µM), for inactives: at the highest dose activity change, negative = inhibition, actives largely listed as inhibitors; 6.9% of 320,000 active; also: potency is read from the fitted curve at half-maximal effect; % is scaled to controls: 0 for no effect and ±100 for the full control effect
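Infected RBCs, 2% Hct / 0.05% parasitemia final; luciferase-reporter P. falciparum; cpd 96 h, 37 C, 5% CO2; luciferase detection reagent; luminescence.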
Shiga inhibitor = A qHTS for Small Molecule Inhibitors of Shiga Toxin. Vero cells, Shiga toxin protein synthesis inhibition reporter. inhibition, % at 38.7 µM. 9.2% of 290,000 active; in the data active = inhibition mostly above about 28%, no sharp cut-off; inactive = mostly below about 43%; also: 0% is about no effect
HCV inhibitor = qHTS Assay for Inhibitors of Hepatitis C Virus (HCV); Huh7.5.1 HCVcc-Cre infection, luciferase reporter, 44 h; Potency, µM (series often up to 41.8 µM), for inactives: top-dose activity change, negative = inhibition, actives largely listed as inhibitors; 3.4% of 340,000 active; AID 651820, 2012; also: potency is read from the fitted curve at half-maximal effect; % is scaled to controls: 0 for no effect and ±100 for the full control effect
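Infectious HCV cell culture screen: compound-treated cells (1,000/well, pre-plated 4 h) are infected with HCVcc-Cre at roughly 0.5 moi and grown 44 h. Infection is quantified by luciferase signal after 15 min substrate incubation at room temperature.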
* hit, by the source's call; u = inconclusive; x = not tested or not shown; & = joins results of further samples; [ ] = remark or other dose. Unless noted, calls follow the shape of the dose curve; as a rule, active = well fitted curve in the direction sought with a large enough effect; inconclusive = small, poorly fitted or top-dose-only effect, or another doubt; inactive = no such curve, though single readings can be large; an effect the other way counts as inactive or inconclusive.

cpd	molecule	Pf growth 48h	FBPA Giardia inh	Cycloheximide cs	Pf growth 96h	Shiga inhibitor	HCV inhibitor
1	NNc1nc2sc3c(c2c(=O)n1C1CCCCC1)CCN(Cc1ccccc1)C3	u	-4%	-2	1.2µM*	9	-13%
2	CCC(C)NCCCOc1ccc(Cl)cc1C(C)(C)C (stereo not drawn)	7%	u	-3	-28%	-6	-26%
3	O=C(COc1ccccc1)NCC(=O)N/N=C/c1cccs1	7%	-1%	1	17%	-18	2%
4	COc1ccc(-c2csc(Cc3nnc(N4CCOCC4)n3-c3ccccc3)n2)cc1	u	2%	-6	24%	-2	-7%
5	O=C(O)CCNC(=S)Nc1cccc(F)c1	6%	-1%	-3	14%	-11	11%
6	O=C(Nc1ccccc1N1CCCC1)c1ccc(Cl)cc1Cl	0%	-6%	-2	-2%	28	-25%
7	CCCCOP(=O)(OCCCC)C(O)c1ccc(F)cc1 (stereo not drawn)	u	1%	-2	-22%	-1	3%
8	Cc1ccc(C2(O)CN3CCC2CC3)cc1 (stereo not drawn)	-11%[0.00184 µM]	-5%	1	u	-8	3%
9	O=c1[nH]c(O)c(C=Nc2ccc(F)c(Cl)c2)c(=O)[nH]1	21%	15%	-4	22%	-5	10%
10	Cc1ccccc1-c1noc(-c2ccccc2C(=O)N2CCCC2)n1	4%	19%	12	-16%	2	-22%
11	CC1CN(c2ccc(S(=O)(=O)N3CCCC3)cn2)CC(C)O1 (stereo not drawn)	1%	0%	-2	8%	14	-17%
12	CCc1cc(C(=O)N/N=C/c2ccc(O)cc2O)c2ccccc2n1	u	x	2	-8%	-13	u
13	O=C(O)C1CC=CCC1C(=O)NCc1ccccc1 (stereo not drawn)	15%	6%	-3	x	0	8%
14	CCc1ccccc1NC1c2ccccc2C(=O)N1Cc1ccco1 (stereo not drawn)	-16%	2%	-4	270%[activator]	-16	-6%
15	CCOc1cc(/C=C2\NC(=O)NC2=O)ccc1OC(C)C(=O)O (stereo not drawn)	-6%	1%	-2	-26%	-3	4%
16	CC1=C(C(=O)Nc2ccc(C)cc2C)C(c2cccc([N+](=O)[O-])c2)n2nc(C(=O)OC(C)C)nc2N1 (stereo not drawn)	u	19%	4	11%	-10	u
17	CN1C(CC(O)c2ccccc2)CCCC1CC(O)c1ccccc1 (stereo not drawn)	u	x	x	-1%	x	-4%
18	COc1cccc(/C=N/n2nnc3c(cnn3-c3ccccc3)c2=O)c1	u	-2%	2	30%[activator]	-9	4%
19	COc1ccc(C(=O)SC2=NCCS2)cc1OC	9%	-2%	-8	4%	-18	12%
20	CC1CCc2c(sc(N)c2C(N)=O)C1 (stereo not drawn)	-20%	u	8	1%	-3	u

Not a retest: 2 of the compounds above.
cpd	molecule	Pf growth 48h	FBPA Giardia inh	Cycloheximide cs	Pf growth 96h	Shiga inhibitor	HCV inhibitor
19	COc1ccc(C(=O)SC2=NCCS2)cc1OC	9%	-2%	-8	4%	-18	12%
20	CC1CCc2c(sc(N)c2C(N)=O)C1 (stereo not drawn)	-20%	u	8	1%	-3	u

The results go on:
cpd	molecule	Pf growth 48h	FBPA Giardia inh	Cycloheximide cs	Pf growth 96h	Shiga inhibitor	HCV inhibitor
21	CCOc1ccccc1NC(=O)Nc1ccncc1	3.3µM*	3%	5	15%	14	u
22	CN1C(=O)CSC1=Nc1cccc(C(=O)O)c1	5%	0%	-3	36%[activator]	-5	15%
23	COc1ccccc1NC(=O)Nc1ccc(-n2ccc(C(F)(F)F)n2)cc1	u	-7%	42*	u	123*	5.6µM*
24	Cc1ccc(C)c(/C=C2\CCn3c2nc2cc(C(=O)O)ccc2c3=O)c1	x	-18%	-2	1%	6	9%
25	CN(C)CC/C=C1\c2ccccc2COc2ccccc21	u	0%	-5	u	-18	u
26	CC(NC(=O)CN(C)Cc1nc2ccccc2c(=O)[nH]1)c1ccccc1 (stereo not drawn)	x	-7%	-3	u	4	-8%
27	COc1ccc(OCC(O)CNS(=O)(=O)c2cccc(Cl)c2)cc1 (stereo not drawn)	-38%	-1%	-1	u	-5	-19%
28	O=C(O)C1C(c2ccccc2)C(C(=O)N2CCOCC2)C1c1ccccc1 (stereo not drawn)	21%	13%	-2	-3%[5.75 µM]	-15	11%
29	COC(=O)c1ccc(/C=N/N2C(C)CCCC2C)cc1 (stereo not drawn)	24%	4%	32*	23%	66*	11%
30	CCCN(C(=O)CSc1nnc(-c2ccoc2C)n1N)C1CCS(=O)(=O)C1 (stereo not drawn)	18%	-11%	-4	u	20	1%&19%
31	CCOC(=O)C1=C(C)Nc2nc(SCC)nn2C1c1ccc(OC)cc1 (stereo not drawn)	-27%	5%	-5	13µM*	-14	-19%
32	CCOC(=O)c1ccc(NS(=O)(=O)c2ccc3c(c2)NC(=O)CCS3)cc1	-16%	x	2	u	-2	4%
33	O=C(Nc1ccc(C(=O)O)cc1)Nc1cccc([N+](=O)[O-])c1	18%	-2%	-7	u	-7	11%
34	C/C=C(\C)CN1CCC(n2nccc2NC(=O)CCc2ccccc2)CC1	4%	x	1	u	-5	2%
35	CCC(=O)Nc1cccc(NC(=S)NC(=O)c2ccc(Cl)cc2Cl)c1	3%	-7%	42*	u	23	u
36	CCC(C)NC(=O)C1c2ccccc2C(=O)N(c2ccc(OC)cc2)C1c1ccc(OC)cc1 (stereo not drawn)	0%	4%	-2	4%	-7	-28%
37	CSc1nc2ccccc2n1C(=O)NC1CCCCC1	20%	0%	16	x	76	-7%
38	Cc1cc(C(=O)N/N=C/c2cccnc2)c2ccccc2n1	2%	-3%	-6	-25%	-7	-3%
39	COc1ccc(C)cc1N(C(=O)c1ccco1)C(C(=O)NC1CCCC1)c1cc(OC)c(OC)c(OC)c1 (stereo not drawn)	u	x	-4	0%	24	4%
40	CC1CN(/C(=N\S(=O)(=O)c2ccccc2)c2ccccc2)CC(C)O1 (stereo not drawn)	7%	0%	-1	18%	-9	14%

Results in Pf growth 48h, for some of the entries so far:
cpd	Structure	Pf growth 48h
35	CCC(=O)Nc1cccc(NC(=S)NC(=O)c2ccc(Cl)cc2Cl)c1	3%
36	CCC(C)NC(=O)C1c2ccccc2C(=O)N(c2ccc(OC)cc2)C1c1ccc(OC)cc1 (stereo not drawn)	0%

(next part)
cpd	molecule	Pf growth 48h	FBPA Giardia inh	Cycloheximide cs	Pf growth 96h	Shiga inhibitor	HCV inhibitor
41	CN1C(=O)c2ccc(NC(=O)c3c(F)c(F)c(F)c(F)c3F)cc2C1=O	u	2%	-2	x	-3	6%
42	COc1ccc(CC(=O)Nc2ccc(/C(C)=N/NC(=O)c3ccc(OC)cc3OC)cc2)cc1	-11%	20%	28*	36%[activator]	50*	-12%
43	Cc1cccc(OCCNC(=O)c2cccc(Oc3ccc(C(F)(F)F)cc3[N+](=O)[O-])c2)c1	-6%	-12%	1	u	-2	u
44	CCOC(=O)c1c(C)[nH]c(C)c1C(=O)COC(=O)c1cc(OC)cc(OC)c1	u	-6%	-3	u	-6	u
45	C=CCn1c(O)c(C(C)=Nc2cccc(C(F)(F)F)c2)c(=O)[nH]c1=O	5%	-13%	-3	4%	-14	21%
46	COc1ccc(NC(=O)C2CCCN(S(=O)(=O)c3ccc(C)cc3)C2)cc1OC (stereo not drawn)	u	-6%	-2	x	-4	-22%
47	O=C(O)CSc1nnc(-c2ccccc2)o1	-16%	9%	-2	11%	37	18%
48	COc1ccc(C2CC3(CC(C)(C)NC(=O)N3)Oc3cc(O)ccc32)cc1 (stereo not drawn)	u	14%	-3	x	-14	-12%
49	Cc1ccc(/C=C/C(=O)N2CCN(c3ccc(F)cc3)CC2)o1	33%[activator]	-3%	-2	53%[activator]	12	-16%
50	Cn1c(=O)c2c(nc(N3CCOCC3)n2CCSc2ncccn2)n(C)c1=O	-4%	-2%	-2	0%	10	18%

Continuation.
nr	Structure	Pf growth 48h	FBPA Giardia inh	Cycloheximide cs	Pf growth 96h	Shiga inhibitor	HCV inhibitor
51	Cc1ccc(S(=O)(=O)CC(=O)Nc2nnc(C(C)(C)C)s2)cc1	5%	-2%	-2	-14%	22	-19%
52	Cc1cccc(-n2c(SCC(=O)c3c(N)n(C4CC4)c(=O)[nH]c3=O)nnc2N2CCOCC2)c1	u	x	x	5.2µM*	x	13%
53	CC(OC(=O)c1ccc(CN2CCCC2=O)cc1)C(=O)Nc1ccc(Cl)cc1 (stereo not drawn)	-20%	x	x	-6%	x	u
54	CCC(=O)N1CCc2cc(Br)cc(S(=O)(=O)CCC(=O)NCCOC)c21	x	1%	-3	x	-13	22%
55	OCC1(CCc2ccccc2)CCN(Cc2cc(F)ccc2-n2cccn2)CC1	u	1%	1	34%[activator]	-29	u
56	O=c1cc(N2CCCCC2)c2ccccc2o1	19%	-3%	2	-45%[5.75 µM]	-1	7%
57	CCn1c(CNc2nc(-c3ccccc3)cs2)nnc1SCC(=O)NCc1ccco1	u	-19%	-1	u	18	13%
58	CS(=O)(=O)N1CCN(C(=O)c2ccc3c(c2)OCCO3)CC1	31%[activator]	3%	-2	7%	x	8%
59	CCOC(=O)N/N=C(C)/C=C/c1ccco1	-15%	-11%	21*	u	31	2%
60	COC(=O)C1=C(c2ccc(C(C)=O)cc2)C[C@@H]2CC[C@H]1N2C(=O)NC(C)C	28%	x	x	46%[activator]	x	-16%
61	CN1/C(=C\C(=O)C[n+]2ccc3ccccc3c2)C(C)(C)c2ccccc21	u	-2%	-3	1µM*	-25	u
62	O=c1cc(CSc2nnc(NC3CCCCC3)s2)nc2sccn12	u	-14%	11	u	21	4%
63	COCCCn1c(C)cc(C(=O)COC(=O)CCc2nc3ccccc3c(=O)[nH]2)c1C	-22%	-7%	-2	-7%	-9	11%
64	CCOc1ccccc1NC(=O)Cn1nnc(C(=O)Nc2ccccc2Cl)c1N	-20%	2%	4	-19%	10	u
65	O=C(CC1CCS(=O)(=O)C1)NC1CCCCC1 (stereo not drawn)	0%	3%	-2	11%	-6	17%
66	O=C(CCN(CCO)Cc1ccccc1)Nc1ccc(Br)cc1	8%	-9%	-6	-8%	-22	-6%
67	COc1ccccc1N1C(=O)c2cccc3c(C(=O)O)ccc(c23)C1=O	x	5%	-3	5%	23	31%[activator]
68	CCC(Oc1ccccc1)C(=O)N(C)CC(=O)N(CC(C)C)c1c(N)n(CC(C)C)c(=O)[nH]c1=O (stereo not drawn)	u	x	x	-6%	x	7%
69	COC(=O)C1=C(C)N=C2SC(C#N)=C(N)N2C1c1cc(OC)c(OC)c(OC)c1 (stereo not drawn)	u	0%	-3	u	-4	8%
70	Nn1c(SCC(=O)Nc2nccs2)nnc1-c1cccnc1	-11%	x	x	-28%	x	3%
71	CN(C)c1ccc(C=Nc2ccc(N(C)C)cc2)cc1	u	u	36*	-19%	78*	-4%

High-throughput results from PubChem BioAssay.
